SRC1 TRFRET art – flags TR-FRET format artefacts in PPARgamma SRC-1 recruitment agonist screen; TR-FRET detection artefact counter-screen, emission ratio; stronger effect = higher value; TR-FRET ratio at 8 µM; 99,000 compounds, 0.34% hits; in the data active = TR-FRET ratio above about 2300; also: inactives centre near 1800; reference of the scale not given here
SRC3 TRFRET art – TR-FRET artefact, counter-screen to PPARgamma/SRC-3 agonist assay; PPARgamma/SRC-3 format; stronger effect = higher value; TR-FRET ratio at 8 µM; 99,000 compounds, 0.39% hits; AID 1048; in the data active = TR-FRET ratio above about 2000; also: inactives centre near 1600; reference of the scale not given here
Starred values were filed as active, the others as inactive.

SMILES | SRC1 TRFRET art | SRC3 TRFRET art
C(=N\n1cnnc1)/c1ccc2c(c1)OCCO2 | 1849 | 1450
O=C(O)c1cc(Sc2ccc(Br)cc2)nc2ccccc12 | 1884 | 1544
CC(=O)c1cccc(NC(=O)CCS(=O)(=O)c2cccc3nonc23)c1 | 2039 | 1645
OCCOCCNc1ncnc2nc[nH]c12 | 1787 | 1474
CCC(=O)N1CCN(c2ccc(NC(=O)COc3ccccc3[N+](=O)[O-])cc2)CC1 | 1719 | 1582
O=C1CC(/C=C/c2ccccc2)(C(=O)NC2CCCC2)N1c1ccc(S(=O)(=O)N2CCCC2)cc1 (stereo unspecified) | 1722 | 1348
CC(C)CC(=O)N1CCN(c2ccc([N+](=O)[O-])cc2Cl)CC1 | 1732 | 1332
Cc1ccc(CNC(=O)c2cccnc2Cl)cc1 | 1824 | 1408
O=C(O)/C=C\C(=O)Nc1cccc(NC(=O)c2ccccc2)c1 | 1921 | 1530
Cc1ccc(NS(=O)(=O)c2cccc([N+](=O)[O-])c2)nc1 | 2045 | 1640
O=C(NCc1ccco1)c1ccc(N2CCCCC2)c([N+](=O)[O-])c1 | 1928 | 1650
CC(C)CC1=NN(C(=O)c2ccco2)C(O)(C(F)(F)F)C1 (stereo unspecified) | 1600 | 1428
OCC1(Cc2ccccc2)CCN(C2CCN(c3ccc(F)c(F)c3)CC2)CC1 | 1766 | 1482
CCCC(=O)NCCc1nc2ccccc2n1CC(=O)c1ccccc1 | 1820 | 1619
Cc1ccc2n(n1)c(=O)c(Cc1ccccc1)c([O-])[n+]2-c1ccccc1 | 2237 | 1614
COc1ccc(/C=C/CN2CCC(CO)(Cc3ccccc3Cl)CC2)cc1 | 1972 | 1783
CN(C)CCCOC(=O)c1ccc(Br)cc1 | 1769 | 1473
CCOC(=O)/C(C#N)=C/c1cn(CCC(=O)O)nc1-c1ccc(Br)cc1 | 2006 | 1554
COC(=O)CC(NC(=O)c1cccs1)c1ccc(OC)c(OC)c1 (stereo unspecified) | 1786 | 1644
O=C(NCCCn1ccnc1)c1nn2c(C(F)(F)F)cc(-c3ccccc3)nc2c1Cl | 1945 | 1706

Molecules shown so far that contain an aryl methoxy group (2):
SMILES | SRC1 TRFRET art | SRC3 TRFRET art
COc1ccc(/C=C/CN2CCC(CO)(Cc3ccccc3Cl)CC2)cc1 | 1972 | 1783
COC(=O)CC(NC(=O)c1cccs1)c1ccc(OC)c(OC)c1 (stereo unspecified) | 1786 | 1644

The results go on.
SMILES | SRC1 TRFRET art | SRC3 TRFRET art
COCCCNC(=O)c1cc(Sc2ccc(F)cc2)nc2ccccc12 | 1751 | 1520
N#Cc1cc([N+](=O)[O-])ccc1N1CCCC1 | 1702 | 1684
Cc1nn(-c2cccc([N+](=O)[O-])c2)c(N)c1-c1ccccc1 | 1766 | 1651
Cc1c(-c2ccccc2)oc2c(C(=O)N3CCN(c4ccc([N+](=O)[O-])cc4)CC3)cccc2c1=O | 1700 | 1476
O=C(CSc1ccc(F)cc1)NC1CCCCC1 | 1542 | 1384
CCOC(=O)c1sc2ccccc2c1OC(=O)c1ccc(C)cc1 | 1661 | 1487
COc1ccc(-c2cc(C(=O)Nc3sc4c(c3C#N)CCCC4)c3ccccc3n2)cc1 | 1706 | 1558
CC(NC(N)=O)C(=O)Nc1ccc(Cl)c(S(=O)(=O)Nc2ccc(Br)cc2)c1 (stereo unspecified) | 1647 | 1634
Cc1cccc(C)c1NC(=S)N(CCN(C)C)Cc1cccs1 | 1793 | 1590
CC(C(=O)Nc1cc([N+](=O)[O-])ccc1Cl)N1CCN(c2ccccc2O)CC1 (stereo unspecified) | 1909 | 1611
CSCCOC(=O)c1[nH]c2c(c1C)C(=O)CC(c1ccco1)C2 (stereo unspecified) | 1668 | 1487
COc1ccccc1CC(=O)NC1CCC(C)CC1 (stereo unspecified) | 1960 | 1654
O=c1c(Cl)c(N2CCOCC2)cnn1-c1nc2ccccc2[nH]1 | 1835 | 1558
COc1cccc2c1CCC(NC(C)=O)C2=O (stereo unspecified) | 1668 | 1370
N#Cc1c(-c2ccccc2)ccnc1N1CCOCC1 | 1827 | 1535
O=[N+]([O-])c1ccc(N2CCN(S(=O)(=O)c3ccc(Cl)c(Cl)c3)CC2)cc1NCCN1CCOCC1 | 1803 | 1574
CC(=O)NC(Cc1ccc(F)cc1)C(=O)NC1CCN(c2ncccc2[N+](=O)[O-])CC1 (stereo unspecified) | 2202 | 1761
O=[N+]([O-])c1ccc(N=NN(CCO)CCO)cc1 | 1740 | 1563
CC(C)CCNC(=O)CCCc1ccccc1 | 1787 | 1589
CSCCC(NC(C)=O)C(=O)OCC(=O)N(c1ccccc1)c1ccccc1 (stereo unspecified) | 1625 | 1466

Looked up above.
`Cc1cccc(C)c1NC(=S)N(CCN(C)C)Cc1cccs1` @ SRC1 TRFRET art = 1793
`CC(=O)NC(Cc1ccc(F)cc1)C(=O)NC1CCN(c2ncccc2[N+](=O)[O-])CC1` (stereo unspecified) @ SRC1 TRFRET art = 2202

(more compounds)
SMILES | SRC1 TRFRET art | SRC3 TRFRET art
CC(=O)c1c(N2CCN(c3ccccn3)CC2)nc(=S)n(-c2ccccc2)c1C | 1778 | 1608
CCCCc1nc(NCCO)c(C#N)c2c1CCCC2 | 1969 | 1727
O=C(Nc1ccccc1Cl)c1cnccn1 | 1788 | 1671
CCC(=O)c1ccc(OCc2ccc(C(=O)OC)cc2)cc1 | 1743 | 1384
COC(=O)C1=C(C)NC(=S)NC1c1sccc1C (stereo unspecified) | 1606 | 1552
Cc1nn(CC(=O)NCc2cccnc2)c(C)c1[N+](=O)[O-] | 1716 | 1181
Nc1n[nH]c(-c2ccc([N+](=O)[O-])cc2[N+](=O)[O-])n1 | 1822 | 1513
CC(=O)N1N=C(c2ccccc2O)OC1(C)CC(=O)Nc1ccccc1 (stereo unspecified) | 1607 | 1526
CCOC(=O)C1C(c2ccccc2)N(C)OC1(O)C(F)(F)F (stereo unspecified) | 1820 | 1578
CC(=O)c1ccc2c(c1)Cc1cc(C(C)=O)ccc1-2 | 1995 | 1902
CC(OC(=O)CCc1nc2ccccc2c(=O)[nH]1)C(=O)c1ccc(C(C)(C)C)cc1 (stereo unspecified) | 1815 | 1673
O=C(c1ccc(CSc2ccccc2)cc1)N1CCN(c2ccccc2)CC1 | 1748 | 1743
CCCNC(=O)C(=O)N/N=C/c1cccs1 | 1958 | 1573
COCCOC(=O)c1c(C)oc2ccc(OCc3ccccc3)cc12 | 1875 | 1599
COCCCNC(=O)c1cc2c(=O)n3cc(C)ccc3nc2nc1NCC1CCCO1 (stereo unspecified) | 1814 | 1533
O=C(/C=C/Nc1ccc(Br)cc1F)c1ccccc1 | 1935 | 1504
CCOc1cc(/C=N\NC(=O)OC(C)(C)C)ccc1OC(=O)c1ccco1 | 1584 | 1391
COc1ccccc1NS(=O)(=O)c1cc(NC(=O)Cn2cnc3c2c(=O)n(C)c(=O)n3C)ccc1C | 1866 | 1634
c1cc(-c2nnc3sc(C4CCCCC4)nn23)ccn1 | 1599 | 1397
CN1CCc2c(sc3c2C(=O)NC(c2ccccc2)N3)C1 (stereo unspecified) | 1711 | 1685
CC(C)c1ccc(CNc2c([N+](=O)[O-])c(=O)oc3ccccc23)cc1 | 1914 | 1531
O=c1oc2ccc(Cl)cc2cc1-c1nnc(Nc2cccc(C(F)(F)F)c2)s1 | 1756 | 1681
COc1ccc(NC(=O)c2ccc(C#CC(C)(C)O)cc2)cc1 | 1487 | 1530
Cc1ccc2[nH]c3c(c2c1)CCN1C(=O)OC(C)(C)C31C (stereo unspecified) | 1951 | 1335
COc1ccc(CCNC(=O)CS(=O)(=O)c2cn(CC(=O)N3CCCC3)c3ccccc23)cc1OC | 1921 | 1627
CCn1c(C)c(C(C)=O)c(N2CCN(C(c3ccccc3)c3ccccc3)CC2)nc1=S | 1725 | 1586
O=C(O)CC1SC(N/N=C/c2ccc(Br)cc2)NC1=O (stereo unspecified) | 1840 | 1408
C/C(=N\OCC(=O)NCC(F)(F)F)c1cc2ccccc2o1 | 1589 | 1533
COc1ccc(-c2csc(NC(=O)c3ccccc3S(C)(=O)=O)n2)cc1 | 1928 | 1865
CC(C)CNC(C)C(=O)Nc1ccc(S(N)(=O)=O)cc1 (stereo unspecified) | 1944 | 1703
O=C(CSc1ccc2c(c1)OCCO2)NCCc1ccc(Cl)cc1Cl | 1886 | 1509
CC(=O)Nc1ccc(S(=O)(=O)NC2=NCN(C)CN2)cc1 | 1711 | 1414
COc1cc(/C=N/NC(N)=O)ccc1OCC(=O)Nc1cc(C)c(C)cc1Br | 1803 | 1499
COc1ccc(Cl)c2c1[nH]c1nc(SCc3ccccn3)nnc12 | 1695 | 1509
COc1ccc(C(=O)CN2CC(C)SC2=Nc2ccc(Cl)cc2)cc1 (stereo unspecified) | 1933 | 1389
O=C(CSc1nc2ccc([N+](=O)[O-])cc2s1)NC1CCS(=O)(=O)C1 (stereo unspecified) | 1670 | 1459
COC(=O)c1sc2ccccc2c1NC(=O)c1coc2ccccc2c1=O | 1841 | 1582
COc1cccc(OC(=O)N2CCOCC2)c1 | 1537 | 1435
CCc1ccccc1NC(=S)N(CCc1ccncc1)C(C)C | 1665 | 1441
Cc1ccc(NC(=O)CCOc2ccccc2C)cc1F | 1627 | 1580

Reprinted at random: 2 records from the list.
SMILES | SRC1 TRFRET art | SRC3 TRFRET art
Cc1ccc2[nH]c3c(c2c1)CCN1C(=O)OC(C)(C)C31C (stereo unspecified) | 1951 | 1335
CC(C)CNC(C)C(=O)Nc1ccc(S(N)(=O)=O)cc1 (stereo unspecified) | 1944 | 1703

Carrying on:
SMILES | SRC1 TRFRET art | SRC3 TRFRET art
CN(C)S(=O)(=O)c1cccc(NC(=O)COC(=O)CCSc2ccc(Cl)cc2)c1 | 1866 | 1676
O=C(CN1CCN(S(=O)(=O)c2ccc(Br)cc2)CC1)N/N=C/c1cccs1 | 1722 | 1533
COc1ccc(/C=C(\NC(=O)c2ccc([N+](=O)[O-])cc2)C(=O)N2CCOCC2)cc1 | 1844 | 1689
O=C(Nc1nnc(C2CC2)s1)C1Cc2ccccc2CN1C(=O)c1ccco1 (stereo unspecified) | 1716 | 1576
CCn1ncc(NC(=S)NCCc2ccccc2)c1C(N)=O | 1822 | 1728
Cc1ccc(C)c(NC(=O)CCC(=O)N/N=C/c2ccc3c(c2)OCO3)c1 | 1796 | 1611
O=C(O)c1ccc(CSc2nnc(-c3ccncc3)n2-c2ccc(Br)cc2)cc1 | 1973 | 1573
OCCC1CN(Cc2ccc(C(F)(F)F)cc2)CCN1Cc1ccccc1 (stereo unspecified) | 1640 | 1597
Clc1nc(CN2CCCCC2)nc2sc3c(c12)CCC3 | 1594 | 1515
CC1CN(C(=O)c2ccccc2NS(=O)(=O)c2cccc([N+](=O)[O-])c2)CC(C)O1 (stereo unspecified) | 1778 | 1418
COc1ccc(NC(=O)Nc2ccc(C(=O)N3CCOCC3)cc2)c(OC)c1 | 1583 | 1656
C/C(Cc1ccccc1)=N/NC(=O)CCCC(=O)N/N=C(/C)Cc1ccccc1 | 1733 | 1427
Cc1ccc(-n2c(SCC(=O)NCc3ccco3)nc3c([nH]c4ccccc43)c2=O)cc1 | 1574 | 1582
O=C(CCCCCN1C(=O)c2cccc3cccc(c23)C1=O)NCCO | 1754 | 1581
CCNC(=O)c1cc2ccccc2o1 | 1844 | 1734
COc1cccc(/C=N/NC(=O)C[n+]2ccccc2)c1O | 1544 | 1378
COC(=O)C1C(=O)C2=C(CC1C)NC(=O)CC2c1ccc(F)cc1 (stereo unspecified) | 1763 | 1432
O=C(Cn1nnc(-c2ccccc2)n1)N/N=C/c1cccc([N+](=O)[O-])c1 | 1785 | 1624
CC(=O)N(c1ccccc1)c1nnc(-c2cnc(C)cn2)s1 | 1769 | 1663
O=c1[nH]c(CSc2nc3ccccc3[nH]2)nc2c1cnn2-c1ccccc1 | 1955 | 1850

Exported with values under each structure: 3 of the compounds above
Values run as follows: SRC1 TRFRET art | SRC3 TRFRET art
- COC(=O)C1C(=O)C2=C(CC1C)NC(=O)CC2c1ccc(F)cc1 (stereo unspecified)
 : 1763 | 1432
- CCNC(=O)c1cc2ccccc2o1
 : 1844 | 1734
- COc1cccc(/C=N/NC(=O)C[n+]2ccccc2)c1O
 : 1544 | 1378

Continuation:
SMILES | SRC1 TRFRET art | SRC3 TRFRET art
Cc1cc(NC(=O)CN2CCCC2c2nc3ccccc3s2)no1 (stereo unspecified) | 1823 | 1527
Nc1nc(SCC(=O)Nc2cc(S(=O)(=O)N3CCOCC3)ccc2Cl)n[nH]1 | 1663 | 1547
CCN(CC)C(=O)c1cn(C)c(=O)c2cc(OC)c(OC)cc12 | 1755 | 1434
N#Cc1ccc(C(=O)OCC(=O)Nc2ccc(N3CCOCC3)cc2)cc1 | 1821 | 1650
NC(=O)c1cc(Cc2ccccc2)sc1NC(=O)c1ccco1 | 1863 | 1610
CNC(=O)/C(C#N)=C\c1ccc(CNS(=O)(=O)c2ccccc2)o1 | 2075 | 1680
Cc1c(S(=O)(=O)Nc2ccc3c(c2)OCCO3)cnn1C | 1627 | 1497
COc1ccc(NC(=O)Nc2ccc(F)c(Cl)c2)cc1 | 1662 | 1611
COc1cc(NC(=O)c2cccs2)ccc1NC(=O)c1cc2ccccc2o1 | 1525 | 1542
COc1ccccc1OC(=O)CCN1c2ccccc2Sc2ccccc21 | 1668 | 2481*
Nc1cc(-c2ccc(Br)cc2)nc2cc(-c3ccccc3)nn12 | 1972 | 1545
CC1CC(C)(C)NC(=S)N1CCC(=O)NCCc1ccc(Cl)cc1 (stereo unspecified) | 1759 | 1623
O=S(=O)(NC1CCCCC1Oc1ccccc1)c1ccc(Cl)cc1 (stereo unspecified) | 1976 | 1467
Cc1cc(C(=O)N2CCCC(CNS(=O)(=O)c3cccs3)C2)nn1C (stereo unspecified) | 1907 | 1407
CCSC(=Nc1ccccc1)Nc1ccccc1 | 1977 | 1519
CCOC(=O)N1CCC(NC(=O)c2ccc(CO)c(C(=O)NC3CCN(C(=O)OCC)CC3)c2)CC1 | 1753 | 1660

High-throughput results deposited in PubChem BioAssay by The Scripps Research Institute Molecular Screening Center.
